# RAD52 inh = inhibitors of human RAD52 DNA annealing; 0.46% of 360,000 active; P43351; AID 651710; recombinant RAD52 DNA annealing, FRET fluorescence; inhibition, % at 18.7 µM;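 active = every replicate showing at least 50% inhibition; inconclusive = mean inhibition at least 50% but not in every replicate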
# Target sequence (P43351 whole entry, looked up): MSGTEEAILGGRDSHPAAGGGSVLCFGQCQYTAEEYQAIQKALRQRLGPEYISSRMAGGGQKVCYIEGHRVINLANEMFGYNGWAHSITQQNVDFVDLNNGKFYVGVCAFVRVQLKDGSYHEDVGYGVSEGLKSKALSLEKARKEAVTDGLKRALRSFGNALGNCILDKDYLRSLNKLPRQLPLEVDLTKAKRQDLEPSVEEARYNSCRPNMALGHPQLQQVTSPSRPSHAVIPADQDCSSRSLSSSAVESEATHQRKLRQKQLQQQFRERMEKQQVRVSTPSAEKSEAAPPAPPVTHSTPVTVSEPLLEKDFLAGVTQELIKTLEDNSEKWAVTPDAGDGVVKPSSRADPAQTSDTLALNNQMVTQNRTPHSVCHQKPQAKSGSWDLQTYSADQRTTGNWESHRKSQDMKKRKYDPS
# ARNT-TACC3 inh = ARNT/TACC3 interaction disruption | Q9Y6A5 | AlphaScreen His-ARNT PAS-B/GST-TACC3 binding, luminescence; TACC3 fragment carries E629A point mutation | inhibition, % at 9.99 µM | 0.66% of 390,000 active;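 active = mean inhibition of replicates at least 50% and at least half of replicates each reaching 50%; inconclusive = half or more replicates reach 50% but mean below 50%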;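 also: 0% = complete ARNT plus TACC3 wells and 100% = ARNT alone without TACC3; many hits fall short of the cut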
# ERp5 inh = ERp5 (human) disulfide isomerase inhibition; inhibition, % at 9.99 µM; ERp5 insulin aggregation, absorbance 650 nm, 90 min; Q15084; 0.05% of 350,000 active;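 active = mean replicate inhibition above about 25%, with every replicate also reaching it, limit read from the data, passing the limit was not always enough; inconclusive = only one of those two criteria met; inactive = neither criterion met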
# Target sequence (Q15084 whole entry, looked up): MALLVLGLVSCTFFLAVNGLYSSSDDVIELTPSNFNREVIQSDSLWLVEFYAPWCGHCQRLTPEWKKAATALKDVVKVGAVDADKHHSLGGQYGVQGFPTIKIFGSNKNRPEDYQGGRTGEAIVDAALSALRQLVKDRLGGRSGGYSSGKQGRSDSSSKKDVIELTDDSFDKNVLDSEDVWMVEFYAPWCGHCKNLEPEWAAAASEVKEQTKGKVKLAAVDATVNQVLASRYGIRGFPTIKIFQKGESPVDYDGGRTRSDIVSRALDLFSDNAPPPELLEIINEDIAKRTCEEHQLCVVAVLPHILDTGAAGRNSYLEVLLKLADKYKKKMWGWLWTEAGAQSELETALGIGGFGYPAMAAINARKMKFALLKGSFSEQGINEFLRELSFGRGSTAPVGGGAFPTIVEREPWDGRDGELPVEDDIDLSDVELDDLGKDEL
# E-selectin induc = E-selectin induction on HUVECs; P16581; HUVEC E-selectin immunofluorescence imaging; normalized: neutral wells 0, TNF-alpha wells 100; activation, % at 7.58 µM; 0.37% of 260,000 active; AID 686992;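 active = mean E-selectin-positive cell signal at least 10% of the positive control, reached in at least 60% of replicates, without over 20% cell loss; inconclusive = no rule given, readout overlaps actives, possibly toxicity-flagged; inactive = the rest, including those meeting only one limit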;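 also: in these data hits start at about 27%; measured in HUVEC primary endothelial cells; signal is the percent of cells scored E-selectin positive by PE staining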
#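 Read-out basis: % PE-positive cells; Test system: HUVEC primary endothelial cells; Technique: immunofluorescence imaging; Dosing: single-point compound dose.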
# PglD inh = inhibitors of Campylobacter jejuni PglD acetyltransferase | AID 602405 | 0.098% of 360,000 active | purified PglD enzyme, DTNB colorimetric CoA detection | inhibition, % at 12.5 µM; in the data active = inhibition above about 16%, passing the limit was not always enough; inconclusive = no clear call, values can overlap the other calls; also: strong numbers were not always called active
# Casp6 inh = blocks human caspase-6 cleavage activity; P55212; purified caspase-6, Z-VEID-R110 cleavage fluorescence; inhibition, % at 12.5 µM; 0.53% of 350,000 active;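 active = mean inhibition across replicates at least about 35%, with every replicate also reaching that limit, limit read from the data; inconclusive = only one of the two criteria met; inactive = neither criterion met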;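 also: 0% = median of neutral control wells and 100% = no fluorescence left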
# RAD54 branch = inhibitors of human RAD54 branch migration; Q92698; RAD54 Holliday junction branch migration, FAM/BHQ fluorescence; inhibition, % at 10.4 µM; 0.14% of 360,000 active; AID 602329;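 active = mean normalized replicate activity at least 40 and at least half of replicates scoring 40 or more; inconclusive = only one of the two criteria met; inactive = mean below 40 and under half of replicates reaching 40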;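 also: 0% = median of neutral control wells and 100% = median of positive control wells; inhibitors cause a drop in the FAM fluorescence signal; in these data hits start at about 50%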
# esBAF inh = SWI/SNF esBAF complex inhibition. mouse ES cells, Bmi1-luciferase knock-in reporter, 24 h; 100% = twice the neutral-well signal. reporter increase, % at 12.5 µM. 2% of 350,000 active; in the data active = activation above about 40%; inconclusive = no clear call, values can overlap the other calls;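 also: 0% = median of the plate's neutral control wells and 100% = double that signal; a rise in the Bmi1 reporter signal indicates esBAF inhibition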
# The depositor's hits bear a star; ? = inconclusive; · = no result given; & = joins results of further samples. No enrichment for hits, and some 3.2% of all compounds hit somewhere here.
SMILES,RAD52 inh,ARNT-TACC3 inh,ERp5 inh,E-selectin induc,PglD inh,Casp6 inh,RAD54 branch,esBAF inh
COc1ccc(N2C(=O)CC(Sc3ncccc3C(=O)O)C2=O)cc1 (stereo unspecified),·,-1,·,·,-2,·,6,0
Cc1cc2occ(CC(=O)N(C)CC(=O)Nc3ccccc3Br)c2cc1C,-10,-1,-5,0.4,2,13,-11,2
C[C@@H]1CN([C@@H](C)CO)C(=O)Cc2cc(NC(=O)Nc3ccc4c(c3)OCO4)ccc2O[C@H]1CN(C)Cc1ccc(Cl)c(Cl)c1,6,·,-1,15,-2,0,-7,3
Cc1cnn(-c2cc(N/N=C/c3cccc(F)c3)ncn2)c1,-7,-1,6,·,0,-2,1,·
O=C(NCCc1c[nH]c2ccccc12)/C(=C\c1cccs1)NC(=O)c1ccccc1,-8,1,3,·,·,1,·,·
C=CCNC(=O)CCCC(=O)NCC=C,·,-8,·,·,-6,·,-20,0
O=C(CCC(=O)N(CC(=O)NC1CCCC1)Cc1cccs1)Nc1nccs1,-2,-4,5,-3.3,1,-7,-8,-6
COc1ccc(/C(O)=C2/C(=O)C(=O)N(CC3CCCO3)C2c2ccc(OC)c(OC)c2)cc1 (stereo unspecified),·,-3,·,·,-1,·,14,-4
COc1ccc(S(=O)(=O)N[C@H]2CC[C@@H](CCNC(=O)Cc3ccccn3)O[C@H]2CO)cc1,-19,1,-2,-0.2,4,-1,-1,3
CCC(C)(C)NC(=O)C(c1cccc(OC)c1OC)N(C(=O)CCC(=O)Nc1cc(C)on1)c1ccc2c(c1)OCCO2 (stereo unspecified),-15,-5,1,-0.2,1,-1,17,1
CS/C(N)=N/S(=O)(=O)c1ccc(NC(C)=O)cc1,-9,·,0,-0.1,·,1,·,·
Cc1c(NC(=O)CSc2nnnn2-c2ccc(O)cc2)c(=O)n(-c2ccccc2)n1C,·,-20,·,·,-2,·,4,-2
O=C(COC(=O)c1ccccc1-n1cnnn1)c1ccc(F)c(F)c1,-11,-2,2,-1.0,3,5,3,56*
NC(=O)c1nsc(C(=O)N(CC(=O)NC2CCCC2)Cc2ccc3c(c2)OCO3)c1N,-4,2,3,·,·,0,·,·
CS(=O)(=O)N1CCN(CCN2C(=O)c3cccc4cccc(c34)C2=O)CC1,-2,1,2,·,·,2,·,·
Cc1cc(Cl)ccc1Oc1nccc(N(C)C)c1C#N,-9,3,-1,·,3,0,-8,24
C[C@@H]1CN([C@H](C)CO)C(=O)c2cc(NC(=O)Nc3ccc(F)cc3)ccc2O[C@@H]1CN(C)Cc1ccccc1,7,2,-3,0.0,6,0,6,-2
C[C@H]1CN([C@@H](C)CO)C(=O)c2cc(NC(=O)C3CC3)ccc2O[C@@H]1CN(C)Cc1ccc(C(F)(F)F)cc1,-1,1,-2,-0.2,2,-1,1,0
CCCC(=O)Nc1nc2ccc3nc(C)sc3c2s1,·,2,·,·,-1,·,0,41*
COc1ccc(CCNC(=O)CCS(=O)(=O)c2ccc3c(c2)NC(=O)CO3)cc1OC,-7,6,10,·,-3,2,3,-6
NS(=O)(=O)c1ccc(CNC(=O)c2ccc(NS(=O)(=O)c3cccs3)cc2)cc1,-10,·,2,·,-2,0,4,-6
COc1cc(NC(=O)c2ccccc2Cl)c(OC)cc1NC(=O)CN1CCCCC1,-12,-1,?,-1.1,·,·,·,·
CCCOc1ccc(/C=N/NC(=O)CSc2ccccn2)cc1OC,-20,-2,2,0.2,2,6,10,·
C[C@@H]1CN([C@@H](C)CO)C(=O)CCCn2cc(nn2)CO[C@@H]1CN(C)S(=O)(=O)c1ccccc1,-1,-2,9,0.1,4,2,8,4
S=C(Nc1cccc(Cl)c1Cl)NC1CCN(Cc2ccccc2)CC1,-3,-4,-5,-0.1,-1,-5,-3,·
Cc1ccc(NC(=O)CN(C)C(=O)CNC(=O)c2sc3ccccc3c2Cl)cc1,-10,-19,2,·,10,4,-17,?
COc1cc(C(=O)Nc2cccc3c2CCCC3)cc(OC)c1OC,3,-5,-2,-0.1,-5,-2,-2,5
O=[S@]1Oc2ccccc2-c2ccccc21,-11,-11,·,·,2,1,9,·
CCOc1cc([C@@H]2C[C@H]3CN(c4ccccc4)C(=O)[C@]34CCCN24)ccc1OC,-149,-2,0,0.3,-6,2,-7,0
COC(=O)CCCC1=CC2=CC(=O)C(C)(OC(=O)CCc3ccccc3)C(=O)C2=CO1 (stereo unspecified),·,0,·,·,0,·,-4,-7
O=C(NC1CCCCC1)[C@@H]1CC=C[C@@H]2CCN(C3CCCCC3)C(=O)[C@@H]21,9,·,4,0.1,-4,-2,11,-2
COc1ccc(S(=O)(=O)N(C)C[C@H]2Oc3ccc(NC(=O)CCCCCC(=O)Nc4ccccc4N)cc3CC(=O)N([C@@H](C)CO)C[C@H]2C)cc1,-6,-3,-2,0.2,2,-1,2,-7
Cc1csc(SCC(=O)Nc2ccccc2)n1,9,-1,4,·,3,0,3,9
CCOC(=O)C1(Cc2cccc(Cl)c2)CCCN(C(=O)C(C)(C)C)C1 (stereo unspecified),-10,-2,-4,0.0,-4,2,-2,-6
COc1ccc(NC(=O)Nc2cccc3c2O[C@@H](CN(C)C(=O)NC2CCCCC2)[C@@H](C)CN([C@H](C)CO)C3=O)cc1,-5,-2,3,38*,-3,1,4,3
O=C(NNc1nc2c(F)cccc2s1)c1ccc(F)cc1,-11,-2,-13,8.7,·,-1,·,·
CCOCCc1nnc(NC(=O)CCC2CCCCC2)s1,-8,-5,-1,0.8,2,-1,-8,-1
C[C@@H]1CCCCO[C@H](CN(C)C(=O)Nc2ccc3c(c2)OCO3)[C@H](C)CN([C@H](C)CO)C(=O)c2cc(NC(=O)C3CCCCC3)ccc2O1,-28,-3,7,0.5,0,1,1,4
CCC(=O)NC(c1ccc(C)cc1)c1cc([N+](=O)[O-])c2cccnc2c1O (stereo unspecified),·,58*,·,-0.3,-3,·,-2,·
Cn1c(=O)c2c(ncn2CC(=O)N2CCN(S(=O)(=O)c3ccccc3)CC2)n(C)c1=O,-13,-6,-12,·,0,-6,3,18
Cc1ccc(C(=O)Nc2ccccc2C(=O)O)cc1S(=O)(=O)Nc1ccccc1,-1,-2,0,0.1,3,3,-1,-5
O=C(C[C@@H]1C=C[C@@H](NS(=O)(=O)c2ccc(F)cc2)[C@@H](CO)O1)N1CCC(Cc2ccccc2)CC1,-1,-8,-1,-0.4,-4,-1,3,3
CC(=O)c1ccc(Nc2nc(C(N)COCc3ccccc3)cs2)cc1 (stereo unspecified),-82,·,-2,0.0,4,0,-8,10
c1ccc(COc2cccc(-c3cc4nc(NCCOc5ccccc5)ccn4n3)c2)cc1,-67,·,6,0.6,2,1,-16,-2
CN1CCN(C(=O)C[C@H]2CC[C@H]3[C@@H](COC[C@@H](O)CN3C(=O)c3ccc(F)cc3)O2)CC1,2,-3,0,0.1,-4,1,-9,-1
Cc1ccc(-n2c(SCC(=O)Nc3cc(S(=O)(=O)N4CCOCC4)ccc3Cl)nc3ccccc3c2=O)cc1,-4,-5,6,·,·,3,·,·
CSc1ccc(CN(C)C(C)C(=O)Nc2ccc(F)c(F)c2F)cc1 (stereo unspecified),-5,0,1,-0.6,·,-2,·,·
CO[C@@H]1CN(C)C(=O)c2ccc(NS(=O)(=O)c3ccccc3)cc2OC[C@H](C)N(C(=O)NC(C)C)C[C@@H]1C,-3,-5,-2,1.7,-1,0,0,-3

# 3 structures from above, sorted by molar mass, low to high.
SMILES,RAD52 inh,ARNT-TACC3 inh,ERp5 inh,E-selectin induc,PglD inh,Casp6 inh,RAD54 branch,esBAF inh
CSc1ccc(CN(C)C(C)C(=O)Nc2ccc(F)c(F)c2F)cc1 (stereo unspecified),-5,0,1,-0.6,·,-2,·,·
Cc1ccc(C(=O)Nc2ccccc2C(=O)O)cc1S(=O)(=O)Nc1ccccc1,-1,-2,0,0.1,3,3,-1,-5
O=C(C[C@@H]1C=C[C@@H](NS(=O)(=O)c2ccc(F)cc2)[C@@H](CO)O1)N1CCC(Cc2ccccc2)CC1,-1,-8,-1,-0.4,-4,-1,3,3

# Next section.
SMILES,RAD52 inh,ARNT-TACC3 inh,ERp5 inh,E-selectin induc,PglD inh,Casp6 inh,RAD54 branch,esBAF inh
COc1cccc(-c2nn(C)c3sc(C(=O)N4CCN(c5ccccn5)CC4)cc23)c1,·,-4,·,·,0,·,7,-25
CC(C)(C)C1=C(C#N)C(c2ccncc2)C(C#N)=C(N)O1 (stereo unspecified),-31,-3,9,·,2,4,-2,-11
O=C(OC1CC2CC1[C@H]1CCCCN1C2=O)N1CCN(c2ccccc2)CC1 (stereo partly specified),-7,·,10,-0.1,·,0,·,·
CCOc1ccc(Nc2nc(Cc3nnc(SCC(=O)NCC4CCCO4)n3C)cs2)cc1 (stereo unspecified),-16,10,3,·,7,37*,-9,-11
Cc1ccsc1CNn1cnnc1SCc1ccc(Cl)cc1,·,-1,·,·,-3,·,-6,-1
CC1(C)Cc2c(ccc3ccccc23)/C(=C/C#N)N1,·,28,·,·,-1,·,3,2
C(=N\N(Cc1ccccc1)c1ccccc1)/c1ccco1,-19,·,-3,·,-1,2,0,-9
CC(C)=C1C2CCC1C(C(=O)NCc1ccccc1)C2C(=O)O (stereo unspecified),·,-3,·,·,-4,·,-15,2
C[C@H]1CN([C@@H](C)CO)S(=O)(=O)c2ccc(C#CC3CCCC3)cc2O[C@@H]1CN(C)Cc1cccnc1,5,14,1,-1.5,-2,-3,-1,4
COCCCNC(=O)Cn1c(=O)n(CC(=O)NCCc2ccc(OC)c(OC)c2)c(=O)c2sccc21,-2,-40,4,-0.1,·,2,·,-5
CCN(Cc1ccccc1)c1ccc(/C=C(\C#N)c2ccccn2)cc1,·,-14,·,0.2,2,·,-8,77*
COC(=O)[C@]1(Cc2ccccc2)N[C@H](CN(C)C(=O)COc2ccccc2)[C@@H]2C(=O)N(Cc3ccccc3)C(=O)[C@@H]21,-10,-2,0,0.7,3,-1,0,5
COc1ccc(-c2nc(C#N)c(NCCCN3CCOCC3)o2)cc1,2,-10,7,?,1,-4,1,-2
O=C(NC1CCN(Cc2ccccc2)CC1)c1cccc(Br)c1,-43,3,-6,0.0,3,-3,-3,-1
COCCNC(=O)C(=O)Nc1cc2c3c(c1)C(C)C(=O)N3CCC2 (stereo unspecified),0,-5,-2,18,2,-1,-1,-2
COCCn1c(-c2ccc(Cl)cc2)cnc1SCC(=O)NCc1cccs1,·,24,·,·,-2,·,4,-3
COc1cc2oc(=O)cc(-c3ccc(-c4ccc(C(F)(F)F)cc4)cc3)c2c(OC)c1OC,·,-9,·,·,1,·,-18,4
Cc1cc(NC(=O)C(=O)NCCN2CCN(S(C)(=O)=O)CC2)ccc1Br,6,1,-17,·,·,-2,·,·
O=C(Nc1ccccc1)N1CCCCN2[C@H](CO)[C@@H](c3ccc(-c4ccccc4F)cc3)[C@H]2C1,·,14,·,-0.3,2,·,-4,·
CCOC(=O)c1nn(-c2ccc(C)c(C)c2)cc1O,·,-12,·,·,13,·,-8,46*
NS(=O)(=O)c1ccc(CNC(=O)c2cc(-c3cccnc3)nc3ccccc23)cc1,-11,0,2,0.4,4,5,-5,-28
C[C@H](CO)N1C[C@H](C)[C@@H](CN(C)S(C)(=O)=O)Oc2ccc(NC(=O)c3ccncc3)cc2C1=O,-8&-22,-4&-3,2&7,0.1&-0.2,1&7,0&1,6&4,-1&3
Fc1ccc(-c2ccc3c(c2)C2CC3CCN2)cc1 (stereo unspecified),-2,7,7,·,4,0,-1,-2
COc1ccccc1CC(NC(C)=O)C(=O)NC1CCN(C(=O)c2ccc(C)cc2)CC1 (stereo unspecified),-28,-5,3,·,-2,1,17,-2

# Bioassay records deposited in PubChem by Broad Institute.
